# Assay outcomes: PubChem BioAssay, several laboratories
# Diaphorase inh: diaphorase inhibitors and chemical oxidizers, primary screen, counter-screen for diaphorase-coupled primary assays, biochemical, uHTS, resorufin fluorescence. inhibition, % at 20 µM. diaphorase resazurin-to-resorufin fluorescence, NADH, 16 min; bacterial (C. kluyveri) enzyme, not human. 190,000 compounds, 0.69% hits. AID 1217, 2008;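 active means primary screen inhibition at 20 µM above a set limit, cut at about 50% in these data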;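 further: plate controls were DMSO with full reaction for no effect and wells lacking NADH for full effect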
#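 Test system: bacterial diaphorase enzyme (C. kluyveri); Quantity: 0.14 U/mL diaphorase, enzyme working solution; Times: reaction incubation of 16 min at room temperature; Measured by: fluorescence of resorufin formed from resazurin, Ex 544/Em 590 nm; Benchmarks: positive control minus NADH, DMSO neutral control.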
# STAT1 act: STAT1 signaling activators, primary screen, cell-based, HTS, luciferase reporter. activation (% of control), % at 5.5 µM. NIH 3T3 STAT1-luciferase reporter, IFN-gamma, luminescence; 100% = IFN-gamma alone, no compound. 200,000 compounds, 2.6% hits;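 active means activation above the screen-wide mean activation plus 3 SD, cut at about 130% in these data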;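 further: raw ratio to IFN-gamma control signal so 100% means no change and 0% no light; values of inactives mirror those of a sister screen read the other way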
# Diaph act CS: compounds boosting diaphorase resazurin reduction – biochemical, uHTS, resorufin fluorescence, counter-screen for diaphorase-coupled primary assays, primary screen | activation factor at 20 µM | 190,000 compounds, 0.005% hits | Diaphorase/resazurin coupled assay, 16 min; stronger effect = higher value; 1 = vehicle wells, 0 = NADH-free wells;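 active means diaphorase activity raised at least twofold by the compound at 20 µM; inactive means activation factor below 2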
#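 Material: Purified diaphorase enzyme from Clostridium kluyveri | Buffer or medium: 50 mM HEPES pH 7.4 with 4.542 mM MgCl2, 0.005% Tween 20 | Times: 16 min enzyme reaction, ambient temperature | Signal: Red resorufin fluorescence at 544/590 nm excitation/emission | Measure: Increased resorufin signal from activators or reducing compounds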
# APP 5'UTR act: activators of APP 5'UTR luciferase reporter, primary screen, SH-SY5Y cells | SH-SY5Y APP 5'UTR luciferase reporter, luminescence; zero percent = DMSO vehicle wells | AID 1276, 2008 | activation, % at 2 µM | 190,000 compounds, 1% hits;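 active means activation above a set limit, based on mean plus 3 SD of controls, cut at about 140% in these data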; further: values of inactives mirror those of a sister screen read the other way
# G6PDH CS: L. mesenteroides G6PDH inhibitors, counter-screen for G6PDH-coupled screening assays, biochemical, Leuconostoc mesenteroides enzyme. glucose-6-phosphate dehydrogenase [Leuconostoc mesenteroides]. Purified L. mesenteroides G6PDH, diaphorase/resazurin coupled fluorescence, 45 min. inhibition, % at 5 µM. 200,000 compounds, 0.12% hits. AID 1020, 2008; in the data active means inhibition above about 50%
# TLR4 MyD88 comp: inhibitors of TLR4-MyD88 association in cells, primary screen, cell-based, HeLa CL3-4, BLA complementation, FRET ratio; HeLa CL3-4 TLR4/MyD88 BLA complementation; inhibition, % at 8.4 µM; 200,000 compounds, 0.18% hits; Toll-like receptor 4 (Homo sapiens) + Myeloid differentiation primary response protein …; in the data active means inhibition above about 25%;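 further: 0% = vehicle and 100% = reference inhibitor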
# NF-kB expr up: activators of NF-kB expression in neurons, primary screen, cell-based, HTS. human neuronal cells, NF-kB reporter expression; stronger effect = higher value. fold change at 12.5 µM. 190,000 compounds, 1.6% hits. AID 1239, 2008; in the data active means fold change above about 3.3
# FLuc inh counter: firefly luciferase enzyme inhibitors, primary screen, artefact control for luciferase-based inhibitor screens, biochemical, luminescence, ATPLite; Luciferin 4-monooxygenase (Photinus pyralis), P08659; 10 min; inhibition, % at 10 µM; 200,000 compounds, 1.5% hits;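 active means inhibition above about 50% when tested at 10 µM, limit read from the data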
# Target sequence (P08659 whole entry, looked up): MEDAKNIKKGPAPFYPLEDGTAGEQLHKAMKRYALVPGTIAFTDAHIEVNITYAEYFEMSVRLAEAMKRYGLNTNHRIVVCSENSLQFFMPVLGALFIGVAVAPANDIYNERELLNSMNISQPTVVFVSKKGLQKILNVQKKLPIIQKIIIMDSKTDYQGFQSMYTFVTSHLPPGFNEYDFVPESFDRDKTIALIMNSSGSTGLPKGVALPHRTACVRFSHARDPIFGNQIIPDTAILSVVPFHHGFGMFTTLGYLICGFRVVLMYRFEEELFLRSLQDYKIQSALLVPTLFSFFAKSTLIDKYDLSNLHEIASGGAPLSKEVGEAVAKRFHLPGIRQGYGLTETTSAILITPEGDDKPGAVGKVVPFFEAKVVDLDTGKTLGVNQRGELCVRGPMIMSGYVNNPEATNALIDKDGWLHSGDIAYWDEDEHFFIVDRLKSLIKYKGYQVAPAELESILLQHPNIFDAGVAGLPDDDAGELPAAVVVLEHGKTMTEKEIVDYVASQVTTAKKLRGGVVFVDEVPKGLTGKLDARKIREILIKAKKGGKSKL
# FLuc act counter: FLuc activators, initial screening, artefact control for FLuc-dependent activation tests, biochemical, ATPlite luminescence. AID 1027, 2008. activation factor at 10 µM. 200,000 tested, under 10 active. ATPlite luciferase biochemical, 10 min; 0 = ATP-free wells, 1 = DMSO control. Luciferin 4-monooxygenase (Photinus pyralis), P08659;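 active means luciferase activation factor, scaled between plate controls, of at least 2 with compound at 10 µM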
#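 Assay system: Luciferase/luciferin detection reagent, cell-free biochemical luciferase assay / Also added: ATP substrate / Schedule: 10 min at ambient temperature / Measured by: luminescence measurement of luciferase light output / Benchmarks: low control with PBS replacing ATP, high control enzyme plus ATP without compound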
# APP transl inh: inhibitors of APP translation via 5'UTR reporter, primary screen, APP 5'UTR luciferase, SH-SY5Y cells; 190,000 compounds, 0.82% hits; inhibition, % at 2 µM; SH-SY5Y APP 5'UTR-luciferase reporter, luminescence;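 active means inhibition above a set limit, derived from the sample mean plus 3 SD, cut at about 45% in these data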; further: values of inactives mirror those of a sister screen read the other way
# Starred values were filed as active, the others as inactive; . = not tested or not shown.
SMILES,Diaphorase inh,STAT1 act,Diaph act CS,APP 5'UTR act,G6PDH CS,TLR4 MyD88 comp,NF-kB expr up,FLuc inh counter,FLuc act counter,APP transl inh
O=C(Nc1ccc(F)cc1)C(c1ccccc1)N1CCN(C(=O)c2ccco2)CC1 (stereo not drawn),4.2,97.2,1,-17.0,7.5,3.1,1.01,-1.8,1,17.0
COc1ccccc1-c1cc(C(F)(F)F)nc(N2CCCC2)n1,-0.2,89.7,1,-7.7,7.2,-6.2,1.09,-1.2,1,7.7
Cc1ccc(N(C(=O)Cc2cccs2)C(C(=O)NC2CCCC2)c2ccncc2)cc1 (stereo not drawn),-4.6,101.8,1,2.2,13.1,-17.8,1.01,-2.1,1,-2.2
O=C(C1CCN(C2CC(=O)N(c3ccc(Cl)cc3)C2=O)CC1)N1CCOCC1 (stereo not drawn),5.0,100.9,0.9,9.0,-2.3,6.3,1.33,-5.8,1.1,-9.0
CCOC(=O)N1CCC(n2c(=S)[nH]c3cc(OCC)c(OCC)cc3c2=O)CC1,13.8,99.7,0.9,9.3,-28.2,2.8,0.86,-5.0,1.1,-9.3
O=C(Nc1nnc(-c2ccc3c(c2)CCCC3)o1)c1ccccc1Cl,18.9,103.1,0.8,-12.0,-9.2,9.4,1.03,7.8,0.9,12.0
COC(=O)c1ccc(COc2ccccc2/C=N/NS(=O)(=O)c2ccc(C)cc2)cc1,18.3,102.6,0.8,14.4,0.7,-2.5,1.93,-4.3,1,-14.4
Cn1c(C(=O)NCCCN2CCc3ccccc3C2)cc2c(=O)n(C)c3ccccc3c21,31.1,93.7,0.7,-13.7,1.5,-11.3,0.89,-4.8,1,13.7
COc1ccc(C(=O)NNC(=S)NC(=O)c2cc(-c3ccccc3)nc3ccccc23)cc1,-1.3,100.3,1,1.8,-0.7,-3.7,0.89,10.1,0.9,-1.8
O=C(NCc1ccccn1)C1CCN(S(=O)(=O)c2cc(Cl)ccc2Cl)CC1,1.1,94.7,1,7.1,3.2,-17.4,0.98,-7.0,1.1,-7.1
COC(=O)N(NC(=O)C(O)(c1ccccc1)c1ccccc1)c1ccc(C)cc1,9.0,103.6,0.9,-5.3,3.3,9.0,1.06,-6.0,1.1,5.3
COc1ccc(-c2csc(N3C(=N)SCC3=O)n2)cc1,1.1,164.1*,1,73.8,0.7,5.2,4.87*,5.8,0.9,-73.8
ON1C2CCCCC2N(O)C1c1ccccc1C(F)(F)F (stereo not drawn),6.5,110.5,0.9,-0.1,3.6,5.4,1.09,-6.1,1.1,0.1
O=C(N/N=C/c1cccs1)c1ccc2nc[nH]c2c1,11.6,114.3,0.9,12.4,3.8,-5.2,1.25,15.2,0.8,-12.4
CCCN1C(=O)/C(=N\OCC(=O)NCC(F)(F)F)c2ccccc21,-5.9,116.8,1.1,-12.0,-6.0,-2.2,1.15,5.8,0.9,12.0
NS(=O)(=O)c1cccnc1Nc1cccc(Cl)c1,5.5,107.1,0.9,3.1,9.0,5.8,1.22,0.5,1,-3.1
Cc1cc(NC(=O)c2ccccc2)n(-c2nc3ccccc3[nH]2)n1,21.3,101.3,0.8,2.1,0.8,7.4,1.4,-7.5,1.1,-2.1
CC(C(=O)Nc1ccccc1-c1ccccc1)N1CCN(S(=O)(=O)c2ccccc2)CC1 (stereo not drawn),20.0,98.9,0.8,5.6,-1.0,3.4,0.77,-5.9,1.1,-5.6
Cc1nnc(SCc2ccc(Cl)cc2)n1CC1CCCO1 (stereo not drawn),-12.9,98.0,1.1,7.4,2.1,11.0,0.98,0.4,1,-7.4
Cc1onc(-c2ccccc2Cl)c1C(=O)Nc1ccccc1C(=O)NC(C)C,17.7,108.2,0.8,-9.6,8.3,-4.2,0.84,-9.0,1.1,9.6
O=c1c2ccccc2nc(SCc2cccc(F)c2)n1-c1cccc(S(=O)(=O)N2CCCC2)c1,10.0,96.5,0.9,6.8,2.8,-17.5,1.02,-3.7,1,-6.8
O=C(Nc1ccc(Cn2cccn2)cc1)c1ccc(COc2cccc(Br)c2)cc1,31.2,87.6,0.7,53.1,2.6,3.8,2.76,0.5,1,-53.1
Cn1nc(C(F)(F)F)c(C(=O)Nc2ccc(C(F)(F)F)cc2)c1Cl,12.4,97.6,0.9,-5.2,5.9,-5.6,1.02,-9.2,1.1,5.2
Cc1nn(C)c(C(=O)NNC(=S)NC2CCCCC2)c1Br,-0.1,126.1,1,37.4,2.7,-5.5,1.86,3.1,1,-37.4
Cc1cc(C)c(S(=O)(=O)c2ccc(Cl)cc2C)c(Cl)n1,16.4,102.0,0.8,21.6,-0.7,-2.0,0.93,-7.6,1.1,-21.6
COc1ccc(/C=C/c2cc(=O)c3cc(Cl)ccc3o2)cc1,11.8,110.6,0.9,-12.7,-0.7,-6.9,1.38,-1.0,1,12.7
CC(C)Oc1cccc(C(=O)NC(=S)N2CCN(c3ccc(C(F)(F)F)cc3[N+](=O)[O-])CC2)c1,7.4,97.7,0.9,-12.0,0.6,12.1,0.97,-7.7,1.1,12.0
Cc1cc(C)c(NC(=S)NC(NC(=O)c2ccccc2)C(Cl)(Cl)Cl)c(C)c1 (stereo not drawn),7.8,103.7,0.9,1.0,6.1,-7.8,0.94,-10.4,1.1,-1.0
CCc1c(C(=O)OC)nnc2cc(C)nn12,11.1,104.6,0.9,-5.9,9.4,-2.2,1.19,-3.9,1,5.9
COCCn1c(C)cc(C(=O)COc2ccc(C)nc2[N+](=O)[O-])c1C,25.8,66.0,0.7,-1.9,8.8,-4.2,0.46,1.9,1,1.9
CCN1C(=O)CS/C1=N\c1nccs1,2.7,99.7,1,-0.2,-2.8,6.9,0.88,-1.6,1,0.2
Cc1ccsc1C1C(C(=O)O)c2ccccc2C(=O)N1C (stereo not drawn),7.3,99.2,0.9,-0.2,-0.6,-3.9,1.02,1.3,1,0.2
Cc1ccc(-n2ncc3c(N4CCC5(CC4)OCCO5)ncnc32)c(C)c1,14.5,94.3,0.9,16.5,-0.9,-0.8,0.8,-2.2,1,-16.5
CCCCN(CC)c1nc(N)c2c(N)nc(OCC)cc2c1C#N,35.9,96.5,0.6,9.5,28.0,-3.4,0.85,-0.4,1,-9.5
COCCn1c(SCC#N)nnc1-c1ccc2c(c1)OCO2,14.9,102.6,0.9,-1.7,15.9,-8.7,1.31,-0.9,1,1.7
COc1ccc(OC)c(NC(=O)c2cc3c(=O)n4ccccc4nc3n2C)c1,2.5,103.1,1,9.7,-4.2,-3.6,0.86,-4.6,1,-9.7
Cc1ccccc1NCC(=O)N/N=C\C=C\c1cccc([N+](=O)[O-])c1,21.0,98.3,0.8,-10.4,-9.6,-0.8,1.14,-4.7,1,10.4
CC(=O)OC(Cn1ccnc1)c1ccccc1 (stereo not drawn),5.9,96.8,0.9,2.8,2.5,-8.6,1.1,-7.4,1.1,-2.8
Cc1cccc(C)c1-n1c(C)nn(-c2ncc(C(F)(F)F)cc2Cl)c1=O,9.8,102.8,0.9,4.7,-4.4,9.2,1.14,-6.4,1.1,-4.7
C=CCN(CC=C)S(=O)(=O)c1ccc(NC(=S)NC(=O)/C=C/c2ccccc2)cc1,19.7,107.7,0.8,12.6,3.4,7.7,1.03,-0.8,1,-12.6

# A section taken from the entries so far:
SMILES,Diaphorase inh,STAT1 act,Diaph act CS,APP 5'UTR act,G6PDH CS,TLR4 MyD88 comp,NF-kB expr up,FLuc inh counter,FLuc act counter,APP transl inh
COc1ccc(/C=C/c2cc(=O)c3cc(Cl)ccc3o2)cc1,11.8,110.6,0.9,-12.7,-0.7,-6.9,1.38,-1.0,1,12.7
CC(C)Oc1cccc(C(=O)NC(=S)N2CCN(c3ccc(C(F)(F)F)cc3[N+](=O)[O-])CC2)c1,7.4,97.7,0.9,-12.0,0.6,12.1,0.97,-7.7,1.1,12.0

# The list goes on:
SMILES,Diaphorase inh,STAT1 act,Diaph act CS,APP 5'UTR act,G6PDH CS,TLR4 MyD88 comp,NF-kB expr up,FLuc inh counter,FLuc act counter,APP transl inh
CCOC(=O)C1CCN(C(=O)C2CCN(S(=O)(=O)c3cc(Cl)ccc3Cl)CC2)CC1,7.5,95.4,0.9,-5.4,3.1,1.3,0.96,-0.6,1,5.4
Cc1ccccc1Cn1nnc(-c2cccc(C(=O)O)c2)n1,10.6,100.6,0.9,45.2,-3.6,-1.0,3.02,1.1,1,-45.3
COc1ccc2c(c1)-c1c(ssc1=S)C(C)(C)N2C(=O)CSC1=NCCS1,27.3,93.2,0.7,10.4,-25.1,2.6,1.76,-5.8,1.1,-10.4
CCNC(=S)N(Cc1ccc(OC)cc1)C1CC(=O)N(c2ccc(OCC)cc2)C1=O (stereo not drawn),21.6,100.0,0.8,-11.4,-15.1,2.8,0.97,-7.6,1.1,11.4
CCCNC(=O)c1ccc(SCC(=O)N(CC)CC)c([N+](=O)[O-])c1,3.3,102.6,1,11.4,3.0,-4.2,1.13,-5.1,1.1,-11.4
C=CCn1c(-c2csc(-c3ccc(Cl)cc3)n2)n[nH]c1=S,2.1,102.5,1,7.1,3.7,8.0,2.41,-10.6,1.1,-7.1
CCOC(=O)Cn1c(CN2CCN(c3cccc(Cl)c3)CC2)nc2c1c(=O)[nH]c(=O)n2C,13.8,92.8,0.9,-8.8,4.3,-2.3,0.98,-0.4,1,8.8
CCc1ccc2oc(=O)cc(CN(C)Cc3ccccc3)c2c1,-2.5,98.5,1,2.2,3.5,3.7,0.92,-1.3,1,-2.2
Cc1nn(C)cc1C(C(=O)NC1CCCCC1)N(C(=O)Cc1cccs1)c1ccc(F)cc1 (stereo not drawn),7.7,102.2,0.9,3.4,6.6,-14.5,0.98,-5.6,1.1,-3.4
COc1cc(C2C(C(=O)OC(C)C)=C(C)Nc3ncnn32)cc(OC)c1OC (stereo not drawn),23.1,95.5,0.8,.,-1.5,-6.7,0.93,-7.9,1.1,.
O=C(OC(C(=O)NCC1CCCO1)c1ccc(F)cc1)c1ccco1 (stereo not drawn),2.1,106.4,1,7.3,0.2,4.4,1.07,-2.2,1,-7.3

# Reprinted at random: 2 entries already listed, in no set order.
SMILES,Diaphorase inh,STAT1 act,Diaph act CS,APP 5'UTR act,G6PDH CS,TLR4 MyD88 comp,NF-kB expr up,FLuc inh counter,FLuc act counter,APP transl inh
O=C(OC(C(=O)NCC1CCCO1)c1ccc(F)cc1)c1ccco1 (stereo not drawn),2.1,106.4,1,7.3,0.2,4.4,1.07,-2.2,1,-7.3
CCc1c(C(=O)OC)nnc2cc(C)nn12,11.1,104.6,0.9,-5.9,9.4,-2.2,1.19,-3.9,1,5.9
